EBV LMP1 NFkB: Epstein-Barr LMP1 NF-kappaB reporter inhibition; LMP1-induced NF-kappaB luciferase reporter cells, luminescence; inhibition, % at 12.5 µM; 350,000 tested, 0.69% active; in the data active means inhibition above about 41%;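 further: 0% = neutral control wells and 100% = reference inhibitor control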
ABHD5-PLIN5 inh: blocks binding of human ABHD5 to perilipin-5. Split G. princeps luciferase complementation, luminescence, 4 h. inhibition, % at 4 µM. 360,000 tested, 0.78% active;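 active means inhibition above the mean inhibition across every tested compound plus 3 SD, cut at about 22% in these data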;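 further: 0% = DMSO only wells and the 100% control is not disclosed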
MC4R antagonist: antagonists of human melanocortin 4 receptor (MC4R). MC4R-expressing cells, MTII-stimulated cAMP, LANCE TR-FRET. 360,000 tested, 0.48% active. inhibition, % at 6.5 µM;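 active means inhibition above its plate's cutoff, the mean of tested wells on that plate plus 3 SD, cut at about 29% in these data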;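 further: 0% = Melanotan II alone and 100% = Melanotan II plus saturating MCL0020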
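Assay system: human MC4R-expressing U2OS cells; reagent: Melanotan II stimulation of cells; dosing: 6.5 µM single dose; timing: compound 30 min, challenge 1 h, detection 1 h; signal: TR-FRET cAMP assay; replicates: one well per compound, no replicates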
MC4R ag barr: human MC4R agonism via beta-arrestin; P32245; U2OS MC4R beta-arrestin complementation, luminescence; percent of melanotan II response, DMSO zero; activation, % at 8.9 µM; 360,000 tested, 0.98% active;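 active means activation above a per-plate cutoff, the mean activation of sample wells on that plate plus 3 SD, cut at about 8% in these data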
SRC2 inh: inhibits human steroid receptor coactivator 2; 370,000 tested, 0.17% active; inhibition, % at 9 µM; Q15596; AID 651957; HEK293 GAL4-SRC2 luciferase reporter, luminescence;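 active means inhibition above the mean inhibition of all tested compounds plus 3 SD, set per campaign, cut at about 52% in these data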;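 further: 0% = DMSO treated cells and 100% = cells given Gossypol at 36 µM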
COUP-TFII inh: blocks human COUP-TFII nuclear receptor | HEK293T NGFI-A luciferase reporter, luminescence | inhibition, % at 8.6 µM | 370,000 tested, 0.7% active | AID 686940;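 active means inhibition above a per-plate cutoff, mean inhibition of test wells between control levels plus 3 SD, cut at about 38% in these data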;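 further: cells cotransfected with COUP-TFII expression vector driving the NGFI-A reporter; 0% = median of COUP-TF2 test wells and 100% = reporter-only cells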
LRH-1 inv ag: inverse agonists of human LRH-1 (NR5A2) | O00482 | HEK293T StAR-luciferase reporter, LRH-1 transfected, 24 h | inhibition, % at 3.6 µM | 360,000 tested, 0.13% active | AID 602396;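 active means inhibition above the mean inhibition of all tested compounds plus 3 SD, cut at about 73% in these data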;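 further: 0% = DMSO wells and 100% = reporter-only cells lacking LRH-1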
Target sequence (O00482 whole entry, looked up): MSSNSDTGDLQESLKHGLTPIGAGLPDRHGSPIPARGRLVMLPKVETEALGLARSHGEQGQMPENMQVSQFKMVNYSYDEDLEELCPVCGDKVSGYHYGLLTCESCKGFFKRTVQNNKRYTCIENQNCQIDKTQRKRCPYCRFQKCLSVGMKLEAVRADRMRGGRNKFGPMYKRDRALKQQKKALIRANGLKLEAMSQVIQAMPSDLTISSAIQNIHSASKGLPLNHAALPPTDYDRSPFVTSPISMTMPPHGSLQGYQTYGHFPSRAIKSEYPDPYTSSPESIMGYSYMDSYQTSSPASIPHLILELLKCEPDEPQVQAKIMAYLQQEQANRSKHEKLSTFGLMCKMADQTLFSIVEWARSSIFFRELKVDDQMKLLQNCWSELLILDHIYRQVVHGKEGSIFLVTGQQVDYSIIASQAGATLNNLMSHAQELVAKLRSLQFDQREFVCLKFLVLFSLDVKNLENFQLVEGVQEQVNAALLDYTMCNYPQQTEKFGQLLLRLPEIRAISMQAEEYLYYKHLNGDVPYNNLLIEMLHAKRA
SRC3 inh: human NCOA3 inhibition. HEK293 GAL4-SRC3 luciferase reporter, luminescence. inhibition, % at 3.6 µM. 360,000 tested, 0.17% active. AID 588352;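 active means inhibition above a per-campaign cutoff, the mean of all compounds plus 3 SD, cut at about 60% in these data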;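 further: 0% = DMSO-treated cells and 100% = gossypol-treated cells at 36 µM; higher means less SRC3-driven luciferase light from the GAL4 reporter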
TLR9-MyD88 block: TLR9-MyD88 interaction inhibition; Q9NR96+Q99836; CHO BLA complementation TLR9-MyD88, CCF4 FRET ratio; inhibition, % at 4.98 µM; 340,000 tested, 0.21% active; AID 504734;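 active means inhibition above the mean over all tested compounds plus 3 SD, cut at about 21% in these data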;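 further: 0% = DMSO only wells and 100% = clavulanate BLA inhibitor control wells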
NOD2-RIPK2 inh: NOD2-RIPK2 protein interaction inhibition; O43353; CHO BLA complementation NOD2-RIPK2, CCF4 ratio; inhibition, % at 4.98 µM; 360,000 tested, 0.38% active; AID 624267; in the data active means inhibition above about 21%;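 further: 0% = vehicle only and 100% = reference blocker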
Target sequence (O43353 whole entry, looked up): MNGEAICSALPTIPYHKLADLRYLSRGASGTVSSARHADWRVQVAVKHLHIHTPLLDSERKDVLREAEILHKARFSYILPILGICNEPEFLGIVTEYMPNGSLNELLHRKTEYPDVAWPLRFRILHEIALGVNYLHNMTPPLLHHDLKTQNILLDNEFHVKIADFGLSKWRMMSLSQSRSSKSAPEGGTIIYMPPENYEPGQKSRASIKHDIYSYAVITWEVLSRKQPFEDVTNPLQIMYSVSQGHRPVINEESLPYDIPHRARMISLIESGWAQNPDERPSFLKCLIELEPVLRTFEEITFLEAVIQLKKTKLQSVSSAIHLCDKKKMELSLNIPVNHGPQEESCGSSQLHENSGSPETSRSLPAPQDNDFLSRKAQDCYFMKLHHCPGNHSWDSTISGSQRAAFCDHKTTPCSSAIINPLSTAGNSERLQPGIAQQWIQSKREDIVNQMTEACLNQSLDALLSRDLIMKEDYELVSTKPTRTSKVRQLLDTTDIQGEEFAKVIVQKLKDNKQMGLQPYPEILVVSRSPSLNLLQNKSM
SRC1 inh: inhibits human SRC1 coactivator; Q15788; HEK293 GAL4-SRC1 luciferase reporter, luminescence; inhibition, % at 3.6 µM; 360,000 tested, 0.12% active; AID 588354;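 active means inhibition above the campaign mean plus 3 SD, with each screening campaign given its own cutoff, cut at about 60% in these data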;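 further: 0% = DMSO treated cells and 100% = gossypol at 36 µM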
Numbers without * were called inactive.

What do the screens show for `Cc1ccc(S(=O)(=O)NCC(=O)N(CC(=O)NCc2ccco2)C2CCCC2)cc1`?
EBV LMP1 NFkB: 1; ABHD5-PLIN5 inh: -11; MC4R antagonist: 4; MC4R ag barr: -1.0; SRC2 inh: 19; COUP-TFII inh: -1; LRH-1 inv ag: -8; SRC3 inh: -2; TLR9-MyD88 block: -9; NOD2-RIPK2 inh: -4; SRC1 inh: 2

What do the screens show for `COc1cc(S(=O)(=O)N2CCOCC2)c(OC)c(S(=O)(=O)N2CCOCC2)c1`?
EBV LMP1 NFkB: -7; ABHD5-PLIN5 inh: 2; MC4R antagonist: 4; MC4R ag barr: -0.2; SRC2 inh: -7; COUP-TFII inh: -13; LRH-1 inv ag: 8; SRC3 inh: 21; TLR9-MyD88 block: 4; NOD2-RIPK2 inh: -5; SRC1 inh: -16

How did CC(Oc1ccc(Cl)cc1Cl)c1nc(-c2ccc(NC(=O)c3ccccn3)cc2)no1 (configuration not stated) do in these assays?
EBV LMP1 NFkB: -1; ABHD5-PLIN5 inh: 3; MC4R antagonist: 17; MC4R ag barr: -1.0; SRC2 inh: -76; COUP-TFII inh: -42; LRH-1 inv ag: -99; SRC3 inh: -97; TLR9-MyD88 block: 7; NOD2-RIPK2 inh: -7; SRC1 inh: -104

How did c1ccc(Cn2c(SCc3cn4cccnc4n3)nnc2-c2ccco2)cc1 do in these assays?
EBV LMP1 NFkB: 5; ABHD5-PLIN5 inh: 2; MC4R antagonist: -1; MC4R ag barr: -0.8; SRC2 inh: -25; COUP-TFII inh: -9; LRH-1 inv ag: -7; SRC3 inh: 2; TLR9-MyD88 block: 9; NOD2-RIPK2 inh: 12; SRC1 inh: -7

Results for CC1(C)CC(N2CCN(c3ccccc3)CC2)=CC(=[N+]2CCCC2)C1 ?
EBV LMP1 NFkB: 7; ABHD5-PLIN5 inh: 7; MC4R antagonist: 2; MC4R ag barr: -0.7; SRC2 inh: 17; COUP-TFII inh: 33; LRH-1 inv ag: 62; SRC3 inh: 57; TLR9-MyD88 block: 8; NOD2-RIPK2 inh: -6; SRC1 inh: 29

How did Cc1cc(C)n2nc(S(=O)(=O)NC3CCCCC3)nc2n1 do in these assays?
EBV LMP1 NFkB: -1; ABHD5-PLIN5 inh: -2; MC4R antagonist: -2; MC4R ag barr: -1.8; SRC2 inh: -18; COUP-TFII inh: 5; LRH-1 inv ag: 4; SRC3 inh: 18; TLR9-MyD88 block: -1; NOD2-RIPK2 inh: 0; SRC1 inh: -35

How did O=C1Nc2ccccc2N(O)N1c1ccc(Cl)cc1 do in these assays?
EBV LMP1 NFkB: 8; ABHD5-PLIN5 inh: 2; MC4R antagonist: 18; MC4R ag barr: -0.8; SRC2 inh: -14; COUP-TFII inh: -2; LRH-1 inv ag: -10; SRC3 inh: 11; TLR9-MyD88 block: -7; NOD2-RIPK2 inh: 4; SRC1 inh: -10

Results for O=C(Cc1ccc(-n2cnnn2)cc1)NC12CC3CC(CC(C3)C1)C2 ?
EBV LMP1 NFkB: -3; ABHD5-PLIN5 inh: -1; MC4R antagonist: 0; MC4R ag barr: -1.2; SRC2 inh: 4; COUP-TFII inh: 9; LRH-1 inv ag: 4; SRC3 inh: 0; TLR9-MyD88 block: -10; NOD2-RIPK2 inh: 2; SRC1 inh: -14

What do the screens show for `COC(=O)[C@@]1(Cc2ccccc2)[C@H]2C(=O)N(Cc3ccccc3)C(=O)[C@H]2[C@H]2CN=C(SCc3ccccc3)N21`?
EBV LMP1 NFkB: 2; ABHD5-PLIN5 inh: 7; MC4R antagonist: 17; MC4R ag barr: 0.6; SRC2 inh: -14; COUP-TFII inh: 3; LRH-1 inv ag: 7; SRC3 inh: -5; TLR9-MyD88 block: -7; NOD2-RIPK2 inh: -16; SRC1 inh: -13

Results for COc1ccc(C2=Nn3c(nnc3-c3ccco3)SC2)cc1OC ?
EBV LMP1 NFkB: 17; ABHD5-PLIN5 inh: 8; MC4R antagonist: -7; MC4R ag barr: -0.4; SRC2 inh: -38; COUP-TFII inh: -107; LRH-1 inv ag: 26; SRC3 inh: -41; TLR9-MyD88 block: 0; NOD2-RIPK2 inh: -11; SRC1 inh: -18

How did COc1ccc(N=c2cc(-c3ccc(OC)cc3)oc3ccccc23)cc1 do in these assays?
EBV LMP1 NFkB: 9; ABHD5-PLIN5 inh: 8; MC4R antagonist: 12; MC4R ag barr: 0.2; SRC2 inh: -44; COUP-TFII inh: -51; LRH-1 inv ag: -41; SRC3 inh: -8; TLR9-MyD88 block: -4; NOD2-RIPK2 inh: -4; SRC1 inh: -17

How did Cc1cc(C2=NNC(=NCc3ccccc3)SC2)c(C)n1-c1c(C)n(C)n(-c2ccccc2)c1=O do in these assays?
EBV LMP1 NFkB: 5; ABHD5-PLIN5 inh: -5; MC4R antagonist: 7; MC4R ag barr: -1.2; SRC2 inh: -15; COUP-TFII inh: 6; LRH-1 inv ag: 9; SRC3 inh: -13; TLR9-MyD88 block: -5; NOD2-RIPK2 inh: -5; SRC1 inh: -10

What do the screens show for `CC(C)c1ccc(OCC(=O)NNC(=S)NC(=O)c2cccs2)c(Br)c1`?
EBV LMP1 NFkB: 6; ABHD5-PLIN5 inh: 0; MC4R antagonist: -3; MC4R ag barr: -2.6; SRC2 inh: -24; COUP-TFII inh: -1; LRH-1 inv ag: 9; SRC3 inh: 9; TLR9-MyD88 block: -8; NOD2-RIPK2 inh: 0; SRC1 inh: 5

What do the screens show for `N#Cc1nc(NCC(F)F)nc(Nc2cc(F)cc(F)c2)n1`?
EBV LMP1 NFkB: -5; ABHD5-PLIN5 inh: -5; MC4R antagonist: 7; MC4R ag barr: 5.4; SRC2 inh: 23; COUP-TFII inh: -14; LRH-1 inv ag: -1; SRC3 inh: -5; TLR9-MyD88 block: -5; NOD2-RIPK2 inh: -2; SRC1 inh: -2

What do the screens show for `CC1CCCN(c2sc(S(C)(=O)=O)nc2S(=O)(=O)c2ccc(Cl)cc2)C1` (configuration not stated)?
EBV LMP1 NFkB: 4; ABHD5-PLIN5 inh: -1; MC4R antagonist: 5; MC4R ag barr: -0.9; SRC2 inh: -2; COUP-TFII inh: -3; LRH-1 inv ag: -5; SRC3 inh: 11; TLR9-MyD88 block: -2; NOD2-RIPK2 inh: -4; SRC1 inh: 9

What do the screens show for `CCOc1ccccc1NC(=S)Nc1ccccc1F`?
EBV LMP1 NFkB: 6; ABHD5-PLIN5 inh: -4; MC4R antagonist: 5; MC4R ag barr: -0.3; SRC2 inh: 3; COUP-TFII inh: 18; LRH-1 inv ag: -9; SRC3 inh: 0; TLR9-MyD88 block: 6; NOD2-RIPK2 inh: -6; SRC1 inh: -22

What do the screens show for `CCOc1ccccc1Oc1c(C)oc2c(CN3CCN(C)CC3)c(O)ccc2c1=O`?
EBV LMP1 NFkB: 1; ABHD5-PLIN5 inh: -2; MC4R antagonist: 7; MC4R ag barr: 2.4; SRC2 inh: -45; COUP-TFII inh: -13; LRH-1 inv ag: -2; SRC3 inh: 14; TLR9-MyD88 block: -2; NOD2-RIPK2 inh: -1; SRC1 inh: 3

How did O=S(=O)(c1ccc(OCC(O)CN2CCN(c3ccccc3O)CC2)cc1)N1CCOCC1 (configuration not stated) do in these assays?
EBV LMP1 NFkB: 7; ABHD5-PLIN5 inh: -2; MC4R antagonist: -2; MC4R ag barr: -1.4; SRC2 inh: 8; COUP-TFII inh: -3; LRH-1 inv ag: -11; SRC3 inh: 15; TLR9-MyD88 block: -7; NOD2-RIPK2 inh: 6; SRC1 inh: 20

Results for CC1(C)Cc2c(C#N)c(SCc3nc4ccccc4[nH]3)nc(N3CCOCC3)c2CO1 ?
EBV LMP1 NFkB: 5; ABHD5-PLIN5 inh: -2; MC4R antagonist: 7; MC4R ag barr: -2.7; SRC2 inh: -22; COUP-TFII inh: -7; LRH-1 inv ag: 11; SRC3 inh: -15; TLR9-MyD88 block: 14; NOD2-RIPK2 inh: 1; SRC1 inh: -22

How did O=S(=O)(Nc1cccc(F)c1)c1cccc2nsnc12 do in these assays?
ABHD5-PLIN5 inh: -4; MC4R antagonist: 6; MC4R ag barr: -3.2; SRC2 inh: -46; COUP-TFII inh: -6; LRH-1 inv ag: -21; SRC3 inh: 5; TLR9-MyD88 block: -3; NOD2-RIPK2 inh: 1; SRC1 inh: -1

Results for C/C(=N\NC(=O)CNC(=O)C(c1ccccc1)c1ccccc1)c1ccccc1 ?
EBV LMP1 NFkB: -3; ABHD5-PLIN5 inh: -4; MC4R antagonist: -1; MC4R ag barr: -1.1; SRC2 inh: -26; COUP-TFII inh: -3; LRH-1 inv ag: 11; SRC3 inh: -4; TLR9-MyD88 block: -1; NOD2-RIPK2 inh: 5; SRC1 inh: -15

How did CCc1nn(CC(=O)NCCCN(C)Cc2ccccc2)c(=O)c2cc3sc(C)cc3n12 do in these assays?
EBV LMP1 NFkB: -5; ABHD5-PLIN5 inh: -6; MC4R antagonist: 14; MC4R ag barr: -2.1; SRC2 inh: 8; COUP-TFII inh: 9; LRH-1 inv ag: -3; SRC3 inh: -17; TLR9-MyD88 block: -15; NOD2-RIPK2 inh: -13; SRC1 inh: -34

Results for O=C(COC(=O)c1cc(=O)[nH]c2ccccc12)Nc1nccs1 ?
EBV LMP1 NFkB: 4; ABHD5-PLIN5 inh: -1; MC4R antagonist: 4; MC4R ag barr: -2.0; SRC2 inh: 0; COUP-TFII inh: 0; LRH-1 inv ag: 2; SRC3 inh: 3; TLR9-MyD88 block: 6; NOD2-RIPK2 inh: -1; SRC1 inh: -5

Three compounds picked at random from the list so far, as already listed:
How did CCc1nn(CC(=O)NCCCN(C)Cc2ccccc2)c(=O)c2cc3sc(C)cc3n12 do in these assays?
EBV LMP1 NFkB: -5; ABHD5-PLIN5 inh: -6; MC4R antagonist: 14; MC4R ag barr: -2.1; SRC2 inh: 8; COUP-TFII inh: 9; LRH-1 inv ag: -3; SRC3 inh: -17; TLR9-MyD88 block: -15; NOD2-RIPK2 inh: -13; SRC1 inh: -34

How did O=C1Nc2ccccc2N(O)N1c1ccc(Cl)cc1 do in these assays?
EBV LMP1 NFkB: 8; ABHD5-PLIN5 inh: 2; MC4R antagonist: 18; MC4R ag barr: -0.8; SRC2 inh: -14; COUP-TFII inh: -2; LRH-1 inv ag: -10; SRC3 inh: 11; TLR9-MyD88 block: -7; NOD2-RIPK2 inh: 4; SRC1 inh: -10

How did CC(Oc1ccc(Cl)cc1Cl)c1nc(-c2ccc(NC(=O)c3ccccn3)cc2)no1 (configuration not stated) do in these assays?
EBV LMP1 NFkB: -1; ABHD5-PLIN5 inh: 3; MC4R antagonist: 17; MC4R ag barr: -1.0; SRC2 inh: -76; COUP-TFII inh: -42; LRH-1 inv ag: -99; SRC3 inh: -97; TLR9-MyD88 block: 7; NOD2-RIPK2 inh: -7; SRC1 inh: -104

Screening results deposited in PubChem by several laboratories.

These rows are one share of the data, so the mix of outcomes need not match the whole.
